From PubChem
M1 ag = human M1 muscarinic receptor agonists, primary screen, Fluo-8 calcium fluorescence, CHO-K1 cells, HTS; Muscarinic acetylcholine receptor M1 (Homo sapiens), P11229; CHO-K1 hM1, agonist mode; 0% DMSO, 100% acetylcholine EC100; activation, % at 3 µM; 360,000 compounds, 0.33% hits;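 active = activation above the run's mean compound activation plus 3 SD, cut at about 16% in these data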;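 also: peak over basal fluorescence ratio within a 140 s kinetic read after compound addition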
Target sequence (P11229 whole entry, looked up): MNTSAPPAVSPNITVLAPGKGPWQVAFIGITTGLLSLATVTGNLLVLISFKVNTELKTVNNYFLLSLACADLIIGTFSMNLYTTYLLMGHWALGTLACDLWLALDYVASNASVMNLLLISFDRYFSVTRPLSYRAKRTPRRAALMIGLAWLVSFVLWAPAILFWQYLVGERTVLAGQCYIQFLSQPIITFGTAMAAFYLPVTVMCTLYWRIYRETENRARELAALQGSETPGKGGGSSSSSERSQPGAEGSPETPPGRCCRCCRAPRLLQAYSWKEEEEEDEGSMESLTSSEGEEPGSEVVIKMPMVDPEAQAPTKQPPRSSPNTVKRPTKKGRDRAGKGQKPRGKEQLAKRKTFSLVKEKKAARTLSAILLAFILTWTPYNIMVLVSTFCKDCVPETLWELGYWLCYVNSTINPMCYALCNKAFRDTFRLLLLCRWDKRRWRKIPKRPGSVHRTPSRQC
OXTR potentiate = human OXTR potentiators, primary screen, fluorescence, CHO-OTR cells, Fluo-8 calcium; Oxytocin receptor (Homo sapiens), P30559; AID 2445, 2010; Fluo-8 calcium fluorescence, potentiator mode; 0% = oxytocin EC15, 100% = EC100; activation, % at 3 µM; 320,000 compounds, 0.061% hits;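 active = activation above that plate's cutoff, the mean activation of tested compounds plus 3 SD, cut at about 6.6% in these data, passing the limit was not always enough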;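 also: 100% uses oxytocin at 75 nM as the full agonist control; some results filed as inactive read as strong as hits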
Target sequence (P30559 whole entry, looked up): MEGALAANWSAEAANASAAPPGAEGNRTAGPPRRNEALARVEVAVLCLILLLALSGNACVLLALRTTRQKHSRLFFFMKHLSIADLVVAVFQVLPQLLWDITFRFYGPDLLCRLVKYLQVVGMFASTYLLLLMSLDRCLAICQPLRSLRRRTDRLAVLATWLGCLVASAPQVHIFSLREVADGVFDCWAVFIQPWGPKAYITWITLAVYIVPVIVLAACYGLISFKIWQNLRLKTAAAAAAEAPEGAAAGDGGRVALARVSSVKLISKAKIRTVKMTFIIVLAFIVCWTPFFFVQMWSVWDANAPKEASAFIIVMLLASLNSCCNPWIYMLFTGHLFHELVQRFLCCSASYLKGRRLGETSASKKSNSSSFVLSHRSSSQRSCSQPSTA
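test system = CHO-OTR cells, human receptor | compound = single-point 3.0 µM | schedule = 6 min compound pre-incubation at room temperature, 100 s kinetic read | signal = Fluo-8 no-wash calcium dye fluorescence, excitation 470-495 nm, emission 515-575 nm | repeats = single well per compound, singlicate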
CHO-K1 Ca antag = counter-screen for M1 antagonists: effect in parental CHO-K1 cells; 360,000 compounds, 0.6% hits; inhibition, % at 3 µM; AID 602250; ATP-induced calcium, Fluo-8 fluorescence;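 active = inhibition above a per-plate cutoff, the plate's mean sample inhibition plus 3 SD, cut at about 24% in these data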;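 also: 0% = DMSO plus EC80 ATP and 100% = DMSO alone without ATP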
CHRM1 antagonist = human M1 muscarinic receptor antagonists, primary screen, CHO-K1 cells, Fluo-8 calcium fluorescence, 1536-well; CHO-K1 hM1, ACh EC80 antagonist; inhibition, % at 3 µM; 360,000 compounds, 1.3% hits; AID 588852, 2011;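 active = percent inhibition above its own plate's cutoff, namely the mean of that plate's compound wells plus 3 SD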;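 also: peak over basal fluorescence ratio during 140 s after agonist addition; 0% = ACh EC80 plus DMSO and 100% = DMSO alone without agonist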
TAAR1 ag = human TAAR1 agonists, primary screen, Fluo-8 calcium fluorescence, CHO RD-HGA16 cells. 360,000 compounds, 0.99% hits. activation, % at 3 µM. AID 624467, 2012. vehicle wells 0%, saturating PEA agonist 100%;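 active = activation above the mean activation of all test compounds in the run plus 3 SD, cut at about 38% in these data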
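System: CHO-derived RD-HGA16 cells with stable Gα16 and human TAAR1 / Times: 17-24 h plating, Fluo-8 75 min 37 °C, 30 min RT / Technique: calcium-sensitive Fluo-8 signal, excitation 470-495, emission 515-575 nm / Measure: % activation relative to PEA EC100 response / Benchmarks: DMSO and PEA EC100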
CHO parental Ca = ATP-evoked calcium signal inhibitors, parental CHO, primary screen, counter-screen for OX1R antagonist project, cell-based, fluorescence, Fluo-8 calcium dye; 330,000 compounds, 0.63% hits; AID 463079, 2010; parental CHO-K1, ATP-induced calcium, Fluo-8 fluorescence; inhibition, % at 5.6 µM;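 active = inhibition above that plate's mean sample inhibition plus 3 SD, cut at about 26% in these data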;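 also: 0% = ATP-challenged DMSO wells and 100% = DMSO wells without ATP; some compounds past the cut are filed as inactive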
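Test system: untransfected parental CHO cell line; also added: ATP stimulus; dosing: 5.6 µM, single dose; signal: calcium-sensitive Fluo-8 fluorescence; measure: percent inhibition of ATP-evoked calcium rise, normalized to controls; benchmarks: low control ATP plus DMSO, high control DMSO only; replication: one well per compound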
CHO-K1 Ca ag = counter-screen for M1 agonists: effect in parental CHO-K1 cells | 360,000 compounds, 0.48% hits | activation, % at 3 µM | Fluo-8 calcium fluorescence; scaled to maximal ATP response, vehicle zero; in the data active = activation above about 15%;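 also: untransfected CHO-K1 host cells lacking M1 receptor as counterscreen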
M1 PAM parental = nonselective calcium activators in parental CHO-K1 cells, primary screen, counter-screen for M1 PAM project, cell-based, Fluo-8 calcium fluorescence, full deck, 1536-well | ATP EC20; 0% at ATP EC20, 100% at ATP max | activation, % at 3 µM | 360,000 compounds, 0.02% hits;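 active = activation above the run cutoff, the mean activation of all test compounds plus 3 SD, cut at about 40% in these data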;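 also: peak over basal fluorescence ratio in a 140 s read after ATP addition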
TAAR1 antagonist = human TAAR1 antagonists, primary screen, Fluo-8 calcium fluorescence, CHO RD-HGA16 cells; Trace amine-associated receptor 1 (Homo sapiens), Q96RJ0; antagonist; inhibition, % at 3 µM; 360,000 compounds, 1.5% hits;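 active = inhibition above a per-plate cutoff, the mean inhibition of test compounds on that plate plus 3 SD, cut at about 49% in these data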;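 also: 0% = DMSO plus EC80 beta-PEA response and 100% = DMSO alone without agonist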
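Test system: hTAAR1-expressing CHO RD-HGA16 cells, Gα16-coupled; Probe or stimulus: EC80 β-phenethylamine stimulus; Compound dosing: single nominal final test compound concentration of 3 µM; Timing: 140 s kinetic read after compound, 140 s after agonist; Signal: Fluo-8 calcium-sensitive fluorescence; Measure: % inhibition of agonist calcium response; Controls: DMSO and EC80 PEA controls.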
Active calls of the source: *; / = no result given.

SMILES	M1 ag	OXTR potentiate	CHO-K1 Ca antag	CHRM1 antagonist	TAAR1 ag	CHO parental Ca	CHO-K1 Ca ag	M1 PAM parental	TAAR1 antagonist
C(=N\n1cnnc1)/c1cccnc1	0	-10	8	1	3	-4	0.4	7	-21
COC(=O)C1N[C@@H]([C@@H](NC(=O)COc2ccccc2)C(=O)Nc2ccc(OC)cc2)SC1(C)C (some centres not stated)	-8	-5	-9	7	13	-14	3.3	15	46
COCC(=O)N1CCC(Oc2ccc(C(=O)NCc3cc(C)n(C)n3)cc2)CC1	-3	/	-6	1	0	/	0.1	2	0
O=C(NCCCCNC(=O)c1ccc(Br)cc1)c1ccc(Br)cc1	-2	-9	-10	-26	3	-14	-0.2	-8	-3
O=C(Nc1ccc(N2CCOCC2)cc1)C1CCCCN1S(=O)(=O)c1ccccc1 (configuration not stated)	-4	0	-9	-3	4	-9	2.8	16	-12
O=C(/C=C/c1ccccc1O)c1ccccc1	-4	/	-11	-8	6	/	-0.5	7	-7
COc1ccc(CCNC(=O)C2CCCN(c3nc(C)cc(C)n3)C2)cc1 (configuration not stated)	-10	-4	-5	-5	15	-18	2.9	19	9
COc1ccc(CCNS(=O)(=O)c2c(C)[nH]c(C)c2C(=O)N2CCCCC2)cc1OC	-2	-2	-10	-7	3	-6	0.8	21	-23
CCC(=O)N1CCN(c2ccccc2NC(=O)Cc2ccc(Cl)cc2)CC1	-6	-3	-6	-1	5	-24	0.4	22	10
Cc1ccc(N(CCC#N)C(=O)COC(=O)c2nc3nc(C)cc(C)n3n2)cc1	-2	-1	-2	-6	0	-6	1.9	3	-9
COc1ccc(-c2ccc(C(=O)NCCc3ccccc3)c3occc23)c(C)c1	-5	/	-3	0	3	/	1.3	1	29
CC(C)(C)SCCNS(=O)(=O)c1ccc(Cl)cc1	-7	-1	9	13	-1	-31	4.2	-9	21
Cc1ccc(C(=O)c2oc3ccccc3c2NC(=O)c2cc(-c3ccccc3O)n[nH]2)cc1	-4	-7	-2	1	1	0	0.4	13	1
Cc1noc(C)c1COc1ccc(C(=O)Nc2cccnc2)cc1	-8	/	-11	71*	1	/	0.8	2	-10
COCCCC1CCN(Cc2nc(Cc3ccccc3Cl)no2)CC1	-9	-7	-8	-18	4	-23	1.1	21	-8
Cc1ccc(OCC(=O)Nc2ccc3oc(=O)ccc3c2)cc1	0	-9	6	-17	-2	2	1.0	7	1
CCc1ccc(NC(=O)CSc2nnc(SCC(=O)Nc3ccc(CC)cc3)n2N)cc1	-3	3	-13	0	1	-14	0.9	18	-16
COc1cc(/C=C/C(=O)OCC(=O)NCc2cccs2)ccc1OCC#N	-8	-5	0	3	3	-9	1.4	10	17
CC(C)=CCC/C(C)=C/CNC(=O)C[C@H]1C[C@H](C(=O)N(C(C)C)C(C)C)[C@@]2(C)c3[nH]c4cc(CCC(=O)N(C)C)ccc4c3CCN2C1=O	-6	/	-12	-24	3	-10	-0.3	14	-12
O=C(COC(=O)CNC(=O)c1ccccc1)Nc1ccc(F)c([N+](=O)[O-])c1	0	-6	-8	-7	1	-9	2.3	20	17
O=C(O)CCc1nc(-c2ccc(Cl)cc2)no1	-2	-9	14	4	0	-11	0.1	-6	-8
COc1ccc(NC(=O)C2CCCN2S(=O)(=O)c2cccs2)c([N+](=O)[O-])c1 (configuration not stated)	-2	-1	11	2	0	-12	1.5	-10	-1
COc1ccc(CCNC(=O)CN(c2ccc(OC)c(OC)c2)S(C)(=O)=O)cc1OC	-4	-16	-12	-7	1	-21	0.5	11	-13
Cc1cccc(NC(=S)N(CCN(C)C)Cc2cc3cccc(C)c3[nH]c2=O)c1	-13	-1	-9	-9	5	-2	3.6	24	1
Cc1cc2oc(=O)cc(CN3CCN(Cc4ccccc4)CC3)c2cc1O	8	-10	7	20	2	-13	0.8	-9	-18
COC(=O)c1c(NC(=O)CC2Sc3ccc(C(F)(F)F)cc3NC2=O)sc(C)c1C (configuration not stated)	-7	5	0	0	-1	-12	0.0	9	-12
COc1cc(N)c(Cl)cc1C(=O)OCC(=O)NCC1CCCO1 (configuration not stated)	-1	-1	-9	-5	3	4	0.1	5	-22
C=CCN1C(=O)C(=Cc2ccc3c(c2)CCC3)SC1=S	-2	/	5	-2	0	/	-0.2	-6	-27
CCOC(=O)C/C(C)=N/NC(=O)Nc1ccccc1	-5	1	12	-3	0	-11	-0.4	-9	0
CN(C(=O)c1cccc(NC(=O)Cc2ccc(NC(=O)C3CCN(C(=O)c4ccccc4)CC3)cc2)c1)C1CC1	-2	/	-22	-5	0	/	0.4	27	-13
COc1ccc(Cl)cc1NC(=O)CN(C)C(=O)Cn1c(=O)oc2ccccc21	-5	-7	-1	-6	4	3	1.1	7	-4
O=C1c2cccc(Cl)c2C(=O)N1c1ccccn1	-1	-4	7	-6	1	5	0.2	8	-4
COc1ccc(OC)c(/C=N/NC(=O)CCc2n[nH]c(=O)[nH]c2=O)c1	-4	-6	-5	-8	4	-5	0.6	23	3
COc1ccc(C(=O)N/C(=C\c2cccc([N+](=O)[O-])c2)C(=O)Nc2cccc(C(=O)O)c2)cc1	-9	-4	-12	-7	2	-14	0.1	20	2
CCCN(CCC)c1ncnc2c1cnn2-c1ccc(OC)cc1	-1	-3	-17	-6	0	-17	0.7	17	-15
Cc1ccccc1NC(=O)COC(=O)CNC(=O)c1sc2ccccc2c1Cl	-7	-9	-12	-9	1	-9	0.2	22	-22
CCCc1cc(-c2nc(N)ncc2-c2csc(C)n2)c(O)cc1OC	-6	-7	-11	-9	1	-1	0.3	8	1
COc1ccc(NC(=O)c2cc(C3CCCCN3C(=O)c3ccccc3)on2)c(C)c1 (configuration not stated)	-8	/	-12	-5	2	/	0.3	23	-10
Cc1ccc(C(=O)N/N=C/c2cccc(OC(=O)/C=C/c3ccco3)c2)cn1	9	-6	-7	-5	9	-25	3.4	22	30
CC(C)N1CCC1(C)C(=O)Nc1ccccc1OC(F)F (configuration not stated)	-6	/	0	-13	-2	/	-0.5	1	-28
CC1CC(NC(=O)c2ncn[nH]2)CC(C)(C)C1 (configuration not stated)	-1	-3	-16	-23	5	-3	0.0	10	-12
COP(=O)(OC)c1nc(-c2cccc3ccccc23)oc1NCCc1ccccc1	0	-4	-8	-7	74*	-21	0.6	15	75*
CCC(Sc1nc2cc3c(cc2c(=O)n1Cc1ccco1)OCO3)C(=O)Nc1cccc(OC)c1 (configuration not stated)	-6	-1	-4	-10	0	-2	-0.1	20	11
CN1C(C(=O)NCC2CC2)CC2Cn3c(nc4ccccc43)C21 (configuration not stated)	-6	-14	-10	6	13	-8	0.5	20	-6
Cn1cc(Br)c(C(=O)n2cc(Br)cn2)n1	-3	3	-2	-4	4	-2	-0.2	21	6

Whole records as entered above. Screens in order: M1 ag, OXTR potentiate, CHO-K1 Ca antag, CHRM1 antagonist, TAAR1 ag, CHO parental Ca, CHO-K1 Ca ag, M1 PAM parental, TAAR1 antagonist
COc1ccc(NC(=O)c2cc(C3CCCCN3C(=O)c3ccccc3)on2)c(C)c1 (configuration not stated) across the screens: -8, /, -12, -5, 2, /, 0.3, 23, -10
CCCc1cc(-c2nc(N)ncc2-c2csc(C)n2)c(O)cc1OC across the screens: -6, -7, -11, -9, 1, -1, 0.3, 8, 1

Following part.
SMILES	M1 ag	OXTR potentiate	CHO-K1 Ca antag	CHRM1 antagonist	TAAR1 ag	CHO parental Ca	CHO-K1 Ca ag	M1 PAM parental	TAAR1 antagonist
COc1ccc(CN2C(=O)C(CC(=O)NC3CCCC3)CC(C(=O)N(C(C)C)C(C)C)=C2C)cc1 (configuration not stated)	-1	/	15	-12	7	/	-0.6	-12	-20
CCN=C1NN=C(c2ccc(C)cc2)CS1	-5	-3	-8	-11	-2	-26	-0.6	18	-22
COc1ccc(/C=C\c2nc(=O)c3ccccc3o2)cc1	-1	/	12	-5	3	/	1.8	-14	2
O=C(Cn1cnc2c(cnn2-c2ccc(Cl)cc2)c1=O)NCCc1ccccc1	-3	2	-12	-14	12	-14	0.5	19	-7
O=C(COC(=O)Cn1[nH]c(=O)c2ccccc2c1=O)Nc1c(Cl)cccc1C(F)(F)F	-3	-8	-8	3	1	-8	0.1	-13	1
COc1ccccc1NC(CC(=O)c1ccccc1)C(=O)OCC(=O)c1ccc(C)c(C)c1 (configuration not stated)	-5	-11	-9	7	6	2	0.1	10	4
Fc1ccc(-c2nnc3ccc(N4CCc5ccccc5C4)nn23)cc1	-9	-9	-1	1	1	-18	2.0	15	4
CC(C)CCn1c(CN(C)Cc2ccccc2)nc2c1c(=O)n(C)c(=O)n2C	-5	-3	-2	-4	23	-20	1.9	9	11
N#Cc1ccccc1OCC(=O)NC1CCCCCC1	-5	/	-2	-19	3	/	1.2	0	-21
O=C(CNC(=S)N(Cc1ccccc1)Cc1cccnc1)NCCN1CCOCC1	-4	-11	-1	1	0	-19	0.8	0	-3
CCC1(CC)C(=O)NC(=O)NC1=Nc1ccccc1	-5	-8	10	8	-1	-2	-0.3	-5	14
Cc1nn(Cc2c(Cl)cccc2Cl)c(C)c1NC(=O)/C=C/c1cnn(C)c1C	-3	-1	-5	-6	0	-5	0.8	12	12
NC(=O)c1c(NC(=O)C2CC=CCC2C(=O)O)sc2c1CCCCC2 (configuration not stated)	-1	-7	1	-8	1	4	2.8	-5	-4
CCCn1c(N2CCN(C(=O)Nc3ccccc3)CC2)nc2ccccc21	-4	-11	-18	0	7	-3	2.6	13	17
C=CCn1cc(C(=O)NCCOC)c(=O)c2cc(S(=O)(=O)N(CC)CC)ccc21	-3	-1	-3	0	0	-8	0.7	9	12
Cc1ccccc1C(=O)Nc1ccnn1C1CCN(C(=O)c2ccoc2)CC1	-1	-1	-3	-11	1	-5	4.7	22	-2
CC(=O)Nc1c(O)c2cccc3c2n(c1=O)CCC3	2	-8	2	-10	2	-3	-0.1	-15	-35
CC(C)(CCc1ccccn1)C(=O)CCCc1ccccn1	-8	/	-8	1	1	/	0.2	4	-8
